# Bioassay records deposited in PubChem BioAssay by several laboratories.
# TcdB inh = TcdB glycohydrolase inhibitors, primary screen, biochemical, single point, plate reader; Toxin B (Clostridioides difficile), P18177; TcdB glycohydrolase enzymatic assay; inhibition, % at 9.99 µM; 350,000 tested, 0.24% active; in the data active means inhibition above about 10%
# Target sequence (P18177 whole entry, looked up): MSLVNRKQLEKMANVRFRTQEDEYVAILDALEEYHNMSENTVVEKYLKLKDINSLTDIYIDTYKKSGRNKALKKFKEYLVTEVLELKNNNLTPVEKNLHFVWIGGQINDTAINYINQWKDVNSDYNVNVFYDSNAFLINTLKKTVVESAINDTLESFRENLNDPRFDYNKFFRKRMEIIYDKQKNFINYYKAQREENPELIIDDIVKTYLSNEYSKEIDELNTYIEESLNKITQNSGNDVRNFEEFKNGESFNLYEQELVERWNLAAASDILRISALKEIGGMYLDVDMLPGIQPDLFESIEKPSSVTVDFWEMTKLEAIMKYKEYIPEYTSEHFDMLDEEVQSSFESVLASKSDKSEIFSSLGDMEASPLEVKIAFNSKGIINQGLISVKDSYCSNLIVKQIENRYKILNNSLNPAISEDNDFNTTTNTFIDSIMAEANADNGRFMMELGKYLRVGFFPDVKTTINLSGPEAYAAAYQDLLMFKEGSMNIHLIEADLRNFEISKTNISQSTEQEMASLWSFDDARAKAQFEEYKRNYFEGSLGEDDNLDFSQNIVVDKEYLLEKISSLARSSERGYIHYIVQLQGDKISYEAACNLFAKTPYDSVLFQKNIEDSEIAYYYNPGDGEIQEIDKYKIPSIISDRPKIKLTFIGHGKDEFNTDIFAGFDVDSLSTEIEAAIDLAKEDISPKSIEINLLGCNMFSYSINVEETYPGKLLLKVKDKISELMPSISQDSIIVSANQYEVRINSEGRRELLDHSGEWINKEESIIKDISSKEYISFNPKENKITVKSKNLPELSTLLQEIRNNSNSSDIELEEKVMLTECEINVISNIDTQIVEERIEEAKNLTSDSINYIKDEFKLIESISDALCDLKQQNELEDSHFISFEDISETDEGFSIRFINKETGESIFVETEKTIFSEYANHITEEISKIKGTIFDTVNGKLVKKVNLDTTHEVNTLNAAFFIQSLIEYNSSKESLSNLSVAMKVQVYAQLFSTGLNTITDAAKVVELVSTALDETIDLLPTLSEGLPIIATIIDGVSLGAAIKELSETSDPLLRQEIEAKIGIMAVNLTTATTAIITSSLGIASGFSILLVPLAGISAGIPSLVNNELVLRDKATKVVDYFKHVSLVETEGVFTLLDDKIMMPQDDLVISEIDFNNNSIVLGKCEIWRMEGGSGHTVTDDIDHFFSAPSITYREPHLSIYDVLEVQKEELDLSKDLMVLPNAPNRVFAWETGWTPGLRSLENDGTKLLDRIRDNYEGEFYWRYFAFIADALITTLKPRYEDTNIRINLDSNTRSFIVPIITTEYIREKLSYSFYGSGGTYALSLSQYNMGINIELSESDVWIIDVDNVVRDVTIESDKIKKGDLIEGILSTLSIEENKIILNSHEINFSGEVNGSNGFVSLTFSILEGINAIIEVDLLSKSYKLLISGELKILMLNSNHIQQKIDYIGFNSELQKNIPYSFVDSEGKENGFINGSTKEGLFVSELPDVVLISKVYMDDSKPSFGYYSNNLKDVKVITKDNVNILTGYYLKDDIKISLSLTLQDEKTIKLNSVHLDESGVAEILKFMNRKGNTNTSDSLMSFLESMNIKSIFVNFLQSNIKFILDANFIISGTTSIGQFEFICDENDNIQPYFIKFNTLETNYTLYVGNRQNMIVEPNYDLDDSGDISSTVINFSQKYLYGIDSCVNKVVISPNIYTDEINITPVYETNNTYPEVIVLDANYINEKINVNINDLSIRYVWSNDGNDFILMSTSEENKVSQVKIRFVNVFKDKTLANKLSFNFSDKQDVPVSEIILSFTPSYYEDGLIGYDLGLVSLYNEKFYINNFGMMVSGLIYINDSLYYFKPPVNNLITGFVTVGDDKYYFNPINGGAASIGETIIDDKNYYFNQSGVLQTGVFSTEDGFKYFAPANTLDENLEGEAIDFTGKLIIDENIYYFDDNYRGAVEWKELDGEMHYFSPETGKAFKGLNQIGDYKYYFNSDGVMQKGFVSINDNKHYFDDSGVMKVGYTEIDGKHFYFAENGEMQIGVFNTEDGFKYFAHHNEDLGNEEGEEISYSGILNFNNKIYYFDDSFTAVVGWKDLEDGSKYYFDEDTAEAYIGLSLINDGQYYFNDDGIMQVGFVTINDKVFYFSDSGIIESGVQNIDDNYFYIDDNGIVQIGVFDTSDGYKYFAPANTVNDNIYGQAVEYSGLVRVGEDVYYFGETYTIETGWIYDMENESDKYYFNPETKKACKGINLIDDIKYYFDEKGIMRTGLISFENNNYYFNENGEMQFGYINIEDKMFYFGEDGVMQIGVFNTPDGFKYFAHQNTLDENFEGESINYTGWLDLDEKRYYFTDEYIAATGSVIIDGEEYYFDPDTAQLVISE
# Vc quorum ag = inducers of Vibrio cholerae quorum light production without autoinducers, primary screen, BH1578 luxS cqsA deficient, single point | V. cholerae BH1578 lux reporter, luminescence, 6 h | activation, % at 18.7 µM | AID 588436, 2011 | 350,000 tested, 0.16% active; in the data active means activation mostly above about 9.7%, no sharp cut-off; further: not every result past the cut was called active; inactives centre near 0; reference of the scale not given here
# Rv3671c inh = Rv3671c serine protease inhibitors, primary screen, biochemical, fluorescence polarization, M. tuberculosis H37Rv; inhibition, % at 5.96 µM; 320,000 tested, 0.048% active; AID 2606, 2010; in the data active means inhibition above about 38%;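 further: extracellular domain of Rv3671c used as enzyme; 0% = enzyme with DMSO and 100% = no enzyme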
# Y pestis TopoI = Yersinia pestis topoisomerase I inhibitors, primary screen, biochemical, cleavage product accumulation, plate reader, single point; AID 504884, 2011; Y. pestis Topo-I cleavage product accumulation; 360,000 tested, 0.064% active; activity, % at 10 µM; in the data active means activity above about 50%, passing the limit was not always enough; further: inactives centre near 2
# VHR inh abs = VHR1 phosphatase inhibitors, primary screen, biochemical, absorbance, uHTS | Dual specificity protein phosphatase 3 (Homo sapiens), P51452 | recombinant VHR phosphatase, pNPP absorbance | inhibition, % at 13.3 µM | 290,000 tested, 0.52% active; in the data active means inhibition above about 50%; further: some compounds called inactive have numbers as strong as hits
# CCHF vOTU inh = CCHFV vOTU protease inhibitors, primary screen, biochemical, Pep-AMC substrate, fluorescence; Crimean-Congo hemorrhagic fever virus L polyprotein viral ovarian tumor (vOTU) protease …; inhibition, % at 11.5 µM; 370,000 tested, 0.55% active; in the data active means inhibition above about 30%; further: 0% = vehicle wells with enzyme and 100% = no enzyme wells
# PrPC TRFRET = inhibitors of human cell surface prion protein PrPC, primary screen, cell-based, TR-FRET; TR-FRET read-out; inhibition, % at 13.8 µM; 370,000 tested, 0.43% active; AID 720596, 2013; in the data active means inhibition above about 24%; further: 0% = median of the test wells and 100% = reference compound wells
# PriA SSB inh = inhibitors of Klebsiella pneumoniae PriA binding to SSB C-terminal tail, primary screen, biochemical, AlphaScreen; AlphaScreen SSBct-PriA binding, biotinylated peptide; inhibition, % at 33 µM; 430,000 tested, 0.6% active; AID 1272365, 2023; in the data active means inhibition mostly above about 37%, no sharp cut-off; inactive means mostly below about 20%;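 further: plate controls were negative control peptide for no effect and reference peptide for full effect; strong numbers were not always called active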
# MazF activator = activators of E. coli MazEF toxin-antitoxin RNase, primary screen, biochemical, fluorescence, uHTS | FAM/BHQ RNA-DNA oligo cleavage fluorescence, 5 h | activation, % at 20 µM | 350,000 tested, 0.32% active | AID 504720, 2011; in the data active means activation above about 50%
# 3CLpro inhibitor = SARS-CoV 3CLpro protease inhibitors, primary screen, biochemical, quenched FRET. Replicase polyprotein 1ab (Severe acute respiratory syndrome coronavirus), P0C6X7. recombinant SARS-CoV 3CLpro, quenched FRET peptide cleavage. inhibition, % at 6 µM. 290,000 tested, 0.14% active. AID 1706, 2009; in the data active means inhibition above about 12%
# The depositor's hits bear a star; i = inactive; x = not tested or not shown; & = joins results of further samples. Not all compounds are listed (hit frequency here may not be typical).
(1) C[C@H](CO)N1C[C@H](C)[C@H](CN(C)C(=O)Nc2ccc3c(c2)OCCO3)OCc2cnnn2CCCC1=O
(2) COc1nc(Nc2ccc([N+](=O)[O-])cc2)nc(NC(C)C)n1
(3) Cc1ccc2nc(SCC(=O)c3cc(C)n(C)c3C)[nH]c2c1
(4) CC(=O)c1c(C)[nH]c(C(=O)OCC(=O)N2CC(=O)Nc3ccccc32)c1C
(5) O=C(NCC(c1ccco1)N1CCN(c2ccc(F)cc2)CC1)c1ccc2c(c1)OCO2 (stereo unspecified)
(6) C=CCn1c(NS(=O)(=O)c2ccccc2)c(S(=O)(=O)c2ccc(C)cc2)c2nc3ccccc3nc21

Compound	1	2	3	4	5	6
TcdB inh	0.0&-0.5	-0.9	x	x	1.5	0.3
Vc quorum ag	0.8	-0.3	i	-0.7	i	-0.6
Rv3671c inh	x	-3	-12	-12	11	-233
Y pestis TopoI	2	-10	8	8	11	7
VHR inh abs	x	2	-19	4	x	-2
CCHF vOTU inh	1	-1	10	7	-2	33*
PrPC TRFRET	-2	4	5	-1	-2	-8
PriA SSB inh	x	-4	4	2	-7	18
MazF activator	0	12	4	5	2	3
3CLpro inhibitor	x	-9	3	-8	x	7

(7) Cc1cc(C)n(-c2nnc3n2N=C(c2c[nH]c4ccccc24)CS3)n1
(8) COCCNC(=O)CSc1nc(-c2ccccc2)cs1
(9) CS(=O)(=O)N1CCC(C(=O)Nc2ccc(Cl)cc2Cl)CC1
(10) CCOC(=O)c1cc(C)sc1NC(=O)c1ccc(Cl)s1
(11) COC(=O)c1ccc(NS(=O)(=O)c2c(C)nc3sccn3c2=O)cc1
(12) CCCCc1nc2ccccc2c(=O)n1NC(=O)c1c(O)c2c(n(CC(C)C)c1=O)CCCC2

Compound	7	8	9	10	11	12
TcdB inh	x	x	1.2	x	1.4	x
Vc quorum ag	-0.5	i	-0.9	-7.7	-0.3	-0.4
Rv3671c inh	9	0	x	1	x	x
Y pestis TopoI	-1	9	1	0	2	5
VHR inh abs	-1	26	x	-10	x	2
CCHF vOTU inh	-4	-2	2	3	3	-5
PrPC TRFRET	5	-5	-7	0	-2	3
PriA SSB inh	2	-18	x	-24	x	-5
MazF activator	2	1	2	3	x	-10
3CLpro inhibitor	3	2	x	2	x	2

(13) Cn1c(NCc2ccco2)nc2c1c(=O)n(Cc1ccc(Br)cc1)c(=O)n2C
(14) CCN(CC)S(=O)(=O)c1ccc(C(=O)OCCN2C(=O)c3cccc4c(N5CCOCC5)ccc(c34)C2=O)cc1
(15) Cc1ccc(S(=O)(=O)N(C)CC(=O)N(C)CCOc2ccccc2)cc1
(16) COc1ccc2c(c1)OC[C@H]1[C@H]2N2C(=O)c3cc(OC)c(OC)cc3NC(=O)[C@@]2(C)[C@H]1c1ccccc1
(17) COc1ccc(NC(=O)C23CCC(C)(C(=O)O2)C3(C)C)cc1 (stereo unspecified)
(18) CNc1ccc(C(=O)c2ccccc2C(=O)O)cc1[N+](=O)[O-]

Compound	13	14	15	16	17	18
TcdB inh	x	x	-0.1	-0.3	0.3	1.2
Vc quorum ag	i	i	-0.5	-0.6	i	x
Rv3671c inh	-2	0	x	-19	-6	10
Y pestis TopoI	1	20	9	4	1	-1
VHR inh abs	-14	-2	x	x	12	-18
CCHF vOTU inh	6	-19	-3	-4	-14	1
PrPC TRFRET	-8	-3	-6	-2	-9	-17
PriA SSB inh	-1	-28	x	-4	-2	-13
MazF activator	-3	i	2	-13	-4	-15
3CLpro inhibitor	0	-4	x	x	-3	4

(19) Cc1ccccc1C(=O)Nc1ccc2c(C#N)c3nc4ccccc4nc3n2c1
(20) Nc1nc(N)nc(C2C=CCCC2)n1 (stereo unspecified)
(21) O=C(Nc1cnn(C23CC4CC(CC(C4)C2)C3)c1)c1cnn2c(C(F)(F)F)cc(-c3ccco3)nc12
(22) CCCCOC(=O)CSC1=C(C#N)C(c2ccccc2OC)C(C#N)C(=O)N1 (stereo unspecified)
(23) O=C(C(c1ccccc1)c1ccccc1)N1CCN(Cc2ccncc2)CC1
(24) Cc1nnc(SCC(=O)N2CCN(S(=O)(=O)c3ccccc3)CC2)n1Cc1ccccc1

Compound	19	20	21	22	23	24
TcdB inh	x	1.8	2.0	x	x	x
Vc quorum ag	-3.0	i	-0.5	-6.7	-0.2	-0.3
Rv3671c inh	-12	x	1	2	12	3
Y pestis TopoI	-10	-6	14	6	1	-2
VHR inh abs	-4	x	14	34	28	10
CCHF vOTU inh	-13	19	-3	22	15	-19
PrPC TRFRET	-7	-6	3	7	2	-1
PriA SSB inh	23	-15	5	-8	-11	2
MazF activator	-51	-14	1	-11	-1	3
3CLpro inhibitor	-2	x	0	1	1	-7

(25) CCn1cc(Cl)c(C(=O)Nc2nccs2)n1
(26) Cc1ccc(NC(=O)CSc2nc3[nH]c(=O)cc(O)c3s2)c(Br)c1
(27) CC(C)(C)OC(=O)N1CCN(c2ccc(NC(=O)c3ccco3)cc2)CC1
(28) CN(C)c1ccc(/C=C(/C#N)C(=O)Nc2nc3c(s2)CCN(Cc2ccccc2)C3)cc1
(29) CC(C)n1c(C(F)(F)F)nc2cc(C(=O)N3CCOCC3)ccc21
(30) O=C(Nc1cc(C(F)(F)F)ccc1Cl)c1ccncc1

Compound	25	26	27	28	29	30
TcdB inh	-1.0	0.1	1.0	1.8	-4.3	1.0
Vc quorum ag	-1.9	-0.9	-0.2	2.3	0.6	1.7
Rv3671c inh	x	-3	x	x	-10	4
Y pestis TopoI	7	1	6	2	-4	3
VHR inh abs	13	x	30	x	5	28
CCHF vOTU inh	6	-4	18	10	0	-4
PrPC TRFRET	-1	9	4	5	-1	-3
PriA SSB inh	-5	-8	-10	-14	9	-5
MazF activator	-5	-8	3	-973	9	4
3CLpro inhibitor	-4	x	0	x	1	-4

(31) Cc1[nH][nH]c(=O)c1C(c1cc(Br)ccc1O)c1c(C)[nH][nH]c1=O
(32) Cc1cc2c(=O)n(NC(N)=O)c(C)nc2s1
(33) Cc1occc1C(=O)N1CCN(S(=O)(=O)c2ccccc2)CC1
(34) Cc1oc2cc(OCC(=O)O)ccc2c(=O)c1Oc1ccccc1
(35) COc1cc2c3c(c1OC)-c1cc(O)ccc1CC3NCC2 (stereo unspecified)
(36) O=C(CNC(=O)c1ccc(=O)[nH]c1)Nc1ccc(F)c(F)c1

Compound	31	32	33	34	35	36
TcdB inh	0.0	x	1.3	1.8	x	0.6
Vc quorum ag	1.4	i	2.9	i	i	1.8
Rv3671c inh	-21	7	9	4	1	-6
Y pestis TopoI	2	4	1	-3	-4	-4
VHR inh abs	74	15	14	24	3	-7
CCHF vOTU inh	-10	11	-6	-23	-2	1
PrPC TRFRET	1	-6	2	10	-2	4
PriA SSB inh	7	-2	37	-20	-3	-3
MazF activator	2	-2	3	1	4	6
3CLpro inhibitor	-2	-5	5	4	3	-1

(37) CCCNC(=O)C1(C)CCN(C(=O)c2ccccc2F)C1 (stereo unspecified)
(38) COC(=O)c1cccc(N(CC(=O)NC2CCCC2)C(=O)CCC(=O)Nc2cc(C)on2)c1
(39) CCN(CC)CCSc1nc(O)c(C(C)C)c(=O)[nH]1
(40) COC(=O)c1ccc(COC(=O)c2nn(C)c(=O)c3ccccc23)cc1
(41) Cc1ccc(NC(=O)C2CCN(S(=O)(=O)c3c(C)nn(C)c3C)CC2)c(Cl)c1
(42) O=C(Cn1cc2c(n1)CCCCC2)NCCCN1CCOCC1

Compound	37	38	39	40	41	42
TcdB inh	0.3	-0.9	x	2.0	0.9	1.4
Vc quorum ag	-0.2	-0.2	i	-0.3	-4.2	-0.2
Rv3671c inh	x	11	8	-9	0	1
Y pestis TopoI	0	-2	1	2	5	3
VHR inh abs	x	-11	16	9	-2	11
CCHF vOTU inh	-10	0	16	-13	-6	-3
PrPC TRFRET	-4	0	-2	6	4	8
PriA SSB inh	x	-4	-9	-4	3	-1
MazF activator	x	2	1	3	-9	1
3CLpro inhibitor	x	3	1	-1	-1	-1

# Some of these compounds in order of molar mass, lowest first.
(32) Cc1cc2c(=O)n(NC(N)=O)c(C)nc2s1
(25) CCn1cc(Cl)c(C(=O)Nc2nccs2)n1
(39) CCN(CC)CCSc1nc(O)c(C(C)C)c(=O)[nH]1
(37) CCCNC(=O)C1(C)CCN(C(=O)c2ccccc2F)C1 (stereo unspecified)
(35) COc1cc2c3c(c1OC)-c1cc(O)ccc1CC3NCC2 (stereo unspecified)
(30) O=C(Nc1cc(C(F)(F)F)ccc1Cl)c1ccncc1
(36) O=C(CNC(=O)c1ccc(=O)[nH]c1)Nc1ccc(F)c(F)c1
(42) O=C(Cn1cc2c(n1)CCCCC2)NCCCN1CCOCC1

Compound	32	25	39	37	35	30	36	42
TcdB inh	x	-1.0	x	0.3	x	1.0	0.6	1.4
Vc quorum ag	i	-1.9	i	-0.2	i	1.7	1.8	-0.2
Rv3671c inh	7	x	8	x	1	4	-6	1
Y pestis TopoI	4	7	1	0	-4	3	-4	3
VHR inh abs	15	13	16	x	3	28	-7	11
CCHF vOTU inh	11	6	16	-10	-2	-4	1	-3
PrPC TRFRET	-6	-1	-2	-4	-2	-3	4	8
PriA SSB inh	-2	-5	-9	x	-3	-5	-3	-1
MazF activator	-2	-5	1	x	4	4	6	1
3CLpro inhibitor	-5	-4	1	x	3	-4	-1	-1

(34) Cc1oc2cc(OCC(=O)O)ccc2c(=O)c1Oc1ccccc1
(33) Cc1occc1C(=O)N1CCN(S(=O)(=O)c2ccccc2)CC1
(29) CC(C)n1c(C(F)(F)F)nc2cc(C(=O)N3CCOCC3)ccc21
(27) CC(C)(C)OC(=O)N1CCN(c2ccc(NC(=O)c3ccco3)cc2)CC1
(31) Cc1[nH][nH]c(=O)c1C(c1cc(Br)ccc1O)c1c(C)[nH][nH]c1=O
(26) Cc1ccc(NC(=O)CSc2nc3[nH]c(=O)cc(O)c3s2)c(Br)c1
(28) CN(C)c1ccc(/C=C(/C#N)C(=O)Nc2nc3c(s2)CCN(Cc2ccccc2)C3)cc1

Compound	34	33	29	27	31	26	28
TcdB inh	1.8	1.3	-4.3	1.0	0.0	0.1	1.8
Vc quorum ag	i	2.9	0.6	-0.2	1.4	-0.9	2.3
Rv3671c inh	4	9	-10	x	-21	-3	x
Y pestis TopoI	-3	1	-4	6	2	1	2
VHR inh abs	24	14	5	30	74	x	x
CCHF vOTU inh	-23	-6	0	18	-10	-4	10
PrPC TRFRET	10	2	-1	4	1	9	5
PriA SSB inh	-20	37	9	-10	7	-8	-14
MazF activator	1	3	9	3	2	-8	-973
3CLpro inhibitor	4	5	1	0	-2	x	x

# New compounds follow
(43) CCOc1ccccc1CN1CCN(CC2CC2)CC1CCO (stereo unspecified)
(44) CCOC(=O)N1CCN(C(=O)c2ccc3c(c2)N(Cc2cccc(Cl)c2)C(=O)c2ccccc2S3=O)CC1 (stereo unspecified)
(45) CCCCn1nc(C(=O)Nc2ccc3c(c2)OCCO3)c2ccccc2c1=O
(46) COc1cccc(/C=N/NC(=O)c2ccc(CN3c4cccc5cccc(c45)S3(=O)=O)cc2)c1
(47) O=C(Nc1ccnn1C1CCN(CC(O)CO)CC1)C1CCCC1 (stereo unspecified)

Compound	43	44	45	46	47
TcdB inh	1.7	0.0	1.0	0.5	-0.9
Vc quorum ag	12	0.4	-0.3	-0.2	-0.8
Rv3671c inh	14	1	5	-86	x
Y pestis TopoI	-5	15	13	7	4
VHR inh abs	42	18	x	-10	4
CCHF vOTU inh	2	2	3	-7	0
PrPC TRFRET	-5	-7	0	5	-8
PriA SSB inh	1	-6	-3	x	-2
MazF activator	7	3	0	-7	3
3CLpro inhibitor	-1	3	x	8	-1
